Bioassay records as filed in PubChem.
MITF primary = inhibitors of human MITF; O75030; AlphaScreen MITF homodimerization, bead proximity signal; inhibition, % at 2.6 µM; actives 0.91% (n = 650,000); in the data active = inhibition above about 50%;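 note: 0% = vehicle wells with protein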
GPR151 activ = activators of human GPR151; PathHunter beta-arrestin GPR151 cells, luminescence; Q8TDV0; activation, % at 11.2 µM; actives 1% (n = 650,000); in the data active = activation above about 4.9%;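 note: 0% = median of compound wells and 100% = cells with positive control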
Target sequence (Q8TDV0 whole entry, looked up): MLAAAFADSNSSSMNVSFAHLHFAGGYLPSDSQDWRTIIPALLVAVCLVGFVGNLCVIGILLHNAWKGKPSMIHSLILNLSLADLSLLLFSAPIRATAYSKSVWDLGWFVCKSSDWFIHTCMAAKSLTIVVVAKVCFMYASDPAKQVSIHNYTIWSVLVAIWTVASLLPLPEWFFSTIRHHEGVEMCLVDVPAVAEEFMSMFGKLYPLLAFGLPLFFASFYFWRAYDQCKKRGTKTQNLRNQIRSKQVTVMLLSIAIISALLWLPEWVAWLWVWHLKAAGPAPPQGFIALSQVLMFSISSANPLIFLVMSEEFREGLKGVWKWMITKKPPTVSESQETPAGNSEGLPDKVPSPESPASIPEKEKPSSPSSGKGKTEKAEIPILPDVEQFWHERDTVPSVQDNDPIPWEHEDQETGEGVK
FBW7 activator = activators of human E3 ligase FBW7 | actives 0.13% (n = 650,000) | AlphaScreen FBW7–phospho-cyclin E peptide binding, activator screen | Q969H0 | normalized activity (activation), % at 26.1 µM; in the data active = normalized activity above about 1.9%;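 note: purified mutant Fbw7 with reduced substrate affinity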
Target sequence (Q969H0 whole entry, looked up): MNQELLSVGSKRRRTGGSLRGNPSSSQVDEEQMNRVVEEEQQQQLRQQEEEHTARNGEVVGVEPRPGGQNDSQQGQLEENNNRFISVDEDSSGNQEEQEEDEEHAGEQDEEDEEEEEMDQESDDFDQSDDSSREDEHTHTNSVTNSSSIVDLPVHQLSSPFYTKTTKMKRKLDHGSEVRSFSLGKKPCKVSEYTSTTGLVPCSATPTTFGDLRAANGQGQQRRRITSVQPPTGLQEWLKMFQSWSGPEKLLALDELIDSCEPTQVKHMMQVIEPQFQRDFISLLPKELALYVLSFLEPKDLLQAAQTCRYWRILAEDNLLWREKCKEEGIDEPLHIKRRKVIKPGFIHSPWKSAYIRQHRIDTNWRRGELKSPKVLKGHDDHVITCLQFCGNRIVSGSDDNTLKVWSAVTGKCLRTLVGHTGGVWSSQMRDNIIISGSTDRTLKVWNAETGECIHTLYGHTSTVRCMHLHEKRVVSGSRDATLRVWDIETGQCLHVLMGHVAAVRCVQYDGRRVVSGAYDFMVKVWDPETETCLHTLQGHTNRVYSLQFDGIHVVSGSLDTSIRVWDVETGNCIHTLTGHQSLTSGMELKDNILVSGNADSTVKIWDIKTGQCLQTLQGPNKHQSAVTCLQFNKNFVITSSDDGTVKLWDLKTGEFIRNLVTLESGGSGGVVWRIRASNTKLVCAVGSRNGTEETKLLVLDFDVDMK
TEAD-YAP inh = TEAD-YAP interaction inhibition | HEK-TIYL cells, TEAD-Gal4/YAP UAS-luciferase luminescence | inhibition, % at 9.12 µM | actives 1.4% (n = 640,000); in the data active = inhibition above about 32%;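 note: 0% = median of test compound wells and 100% = reference inhibitor wells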
* = called active by the depositor.

The first 5 records, ahead of the listing:
SMILES	MITF primary	GPR151 activ	FBW7 activator	TEAD-YAP inh
O=C1OC(c2ccc(Br)cc2)=N/C1=C\C=C\c1ccccc1	1.2	4.1	-0.1	-1.2
CC1CCN(c2ccc(N)cc2)CC1	28.5	0.0	-0.1	8.9
COc1cc(/C=C2\SC(N3CCCCC3)=NC2=O)cc(OC)c1OC	9.1	0.5	0.3	-3.1
COc1cc([N+](=O)[O-])cc2cc(C(=O)NCC3CCCO3)c(=O)oc12 (configuration not stated)	-6.6	0.3	0.4	7.5
O=C1CCC(C(=O)Nc2ccc(-c3cn4c5c(nnc4n3)CCCC5)cc2)=NN1	-19.4	-0.3	-0.1	-6.8

All compounds of this part (from the top)
SMILES	MITF primary	GPR151 activ	FBW7 activator	TEAD-YAP inh
O=C1OC(c2ccc(Br)cc2)=N/C1=C\C=C\c1ccccc1	1.2	4.1	-0.1	-1.2
CC1CCN(c2ccc(N)cc2)CC1	28.5	0.0	-0.1	8.9
COc1cc(/C=C2\SC(N3CCCCC3)=NC2=O)cc(OC)c1OC	9.1	0.5	0.3	-3.1
COc1cc([N+](=O)[O-])cc2cc(C(=O)NCC3CCCO3)c(=O)oc12 (configuration not stated)	-6.6	0.3	0.4	7.5
O=C1CCC(C(=O)Nc2ccc(-c3cn4c5c(nnc4n3)CCCC5)cc2)=NN1	-19.4	-0.3	-0.1	-6.8
CCCNC(=O)c1c[nH]c2ccc(S(=O)(=O)N(C)c3c(C)cccc3C)cc2c1=O	-1.2	2.9	-0.1	-7.3
C/C(=N/NC(=O)Nc1ccncc1)c1ccc(Cl)c(Cl)c1	-15.2	-1.4	0.0	0.7
CC(C)n1cnc2c(N)nc(-c3ccc(N4CCOCC4)nc3)nc21	12.3	-1.2	0.3	-4.9
CC(NC(=O)C12CC3CC(CC(C3)C1)C2)C(=O)N(C)C (configuration not stated)	4.5	-1.1	0.0	-6.3
CCCNC(=O)C1CCN(c2nnc(N3CCCC3=O)s2)CC1	-6.3	4.5	0.0	-14.3
COC(=O)c1c(NC(=O)C(c2ccccc2)c2ccccc2)sc2c1CCN(C(=O)OC)C2	5.1	1.1	-0.1	-5.3
C/C=C(\C)C(=O)N1CCC2(CC1)CC2C(=O)Nc1ccccc1 (configuration not stated)	3.2	-1.1	0.3	-4.7
CC1CC(C)CN(CC(O)COc2ccccc2Br)C1 (configuration not stated)	-2.7	-1.1	-0.1	6.5
CCc1ccc2c(c1)C1(SC(NC(C)=O)=NN1C(C)=O)C(=O)N2C(C)C (configuration not stated)	-9.8	1.0	0.1	0.6
COCCCNC(=O)c1cn(C)c2ccc(S(=O)(=O)N3CCCC3)cc2c1=O	-8.2	2.3	0.1	0.3
O=C(CSc1cn(Cc2cccc(F)c2)c2ccccc12)N1CCOCC1	-8.3	-0.1	-0.1	-39.1
O=S(=O)(c1ccc(=S)[nH]c1)N1CCCCC1	-4.3	-0.3	0.0	-4.6
O=C(COC(=O)C(Cc1ccccc1)NC(=O)C12CC3CC(CC(C3)C1)C2)c1ccc(Br)cc1 (configuration not stated)	-17.8	0.3	-0.5	-15.0
COc1ccccc1OC1CCN(C(=O)CCC2(Cc3ccccc3)CCC(=O)N2)CC1 (configuration not stated)	6.9	1.6	-0.1	-19.3
C=C(C)Cc1c(C)nc(-c2ccccc2)[nH]c1=O	-2.4	0.4	0.0	-14.6
O=C1N/C(=N\N=C/c2ccc([N+](=O)[O-])cc2)SC1Cc1cccc([N+](=O)[O-])c1 (configuration not stated)	8.5	1.5	0.5	5.9
CC(C)n1c(SCc2ccc(F)cc2)nc2c1c(=O)n(C)c(=O)n2C	11.0	-1.5	1.2	-7.3
N#C/C(=C\c1ccc2c(c1)OCO2)C(=O)OCC(=O)c1ccccc1Br	11.8	-1.3	-0.1	-12.5
O=C1CC(CSc2nnnn2-c2ccccc2)=NN1c1nc2ccccc2s1	19.0	0.4	1.1	-8.1
CCOC(=O)C1CCN(S(=O)(=O)c2ccc3oc4ccccc4c3c2)CC1	7.7	-0.5	0.0	0.7

Part of the list above with just FBW7 activator:
SMILES | FBW7 activator
O=C1N/C(=N\N=C/c2ccc([N+](=O)[O-])cc2)SC1Cc1cccc([N+](=O)[O-])c1 (configuration not stated) | 0.5
CC(C)n1c(SCc2ccc(F)cc2)nc2c1c(=O)n(C)c(=O)n2C | 1.2
N#C/C(=C\c1ccc2c(c1)OCO2)C(=O)OCC(=O)c1ccccc1Br | -0.1
O=C1CC(CSc2nnnn2-c2ccccc2)=NN1c1nc2ccccc2s1 | 1.1

(cont.)
SMILES	MITF primary	GPR151 activ	FBW7 activator	TEAD-YAP inh
Cc1ccc(S(=O)(=O)NCCOC(=O)Nc2cccnc2)cc1	9.9	-0.3	-0.1	4.4
Cc1nc(N2CCCC2C(=O)NCCc2ccccc2F)nc2ccccc12 (configuration not stated)	-17.0	-1.1	0.0	-13.8
CC(=O)Nc1ccc(S(=O)(=O)N2CCOC3CCCCC32)cc1 (configuration not stated)	-11.4	0.3	0.0	-1.5
O=C(NC1CC1)c1ccc(-c2nc3ncnc(NC4CC4)c3[nH]2)cc1	15.1	-1.3	0.1	3.7
Cc1c(Cl)cccc1NC(=O)CCN1CCCC1	13.5	1.4	0.3	-1.3
COc1ccc(NC(=O)C2CC(=O)n3ncnc3N2)cc1 (configuration not stated)	-0.2	-0.6	0.1	4.6
COc1ccc(OC)c(Nc2nc3nonc3nc2N2CCCC(C)C2)c1 (configuration not stated)	1.4	-0.2	0.5	1.8
CCOc1ccc(COC[C@H]2O[C@@H]3OC(C)(C)O[C@@H]3[C@H]3OC(C)(C)O[C@H]32)cc1	-0.3	-0.7	-0.1	4.1
Cc1ccc(C(=O)Nc2ccc3nc(SCc4ccc(C(C)(C)C)cc4)sc3c2)cc1	-4.5	1.7	0.2	-53.9
Cc1nc(NNC(=O)c2ccc([N+](=O)[O-])cc2)cc(-c2ccccc2)n1	7.0	0.9	0.0	-4.1
CCN1CCCC1CNC(=O)c1csc2c1CCC(C)C2 (configuration not stated)	9.5	0.6	0.0	4.6
C/C(=C\c1ccco1)CN1CCc2nnc(CNC(=O)Cc3ccccc3)n2CC1	-2.9	-1.4	0.2	-2.0
COc1ccc(/C=C/C(=O)NCCSCc2ccccc2)cc1	18.2	0.0	0.0	-13.4
Cc1onc(-c2ccccn2)c1C(=O)O	5.4	0.0	-0.8	3.1
COc1ccc(Nc2ncc(-c3ccc(N4CCOCC4)cc3)n3ccnc23)cc1	-11.4	1.7	-0.1	7.8
Cc1cc(C)nc(NS(=O)(=O)c2ccc(NC(=O)CN3CC(=O)NC(=O)C3)cc2)n1	0.1	-0.4	0.0	-2.6
CN1CCN(/N=C/c2ccc([N+](=O)[O-])cc2)CC1	-4.4	-1.0	0.2	-49.9
Cn1ncc2c(NNC(=O)c3cccc([N+](=O)[O-])c3)ncnc21	-7.3	0.3	-0.2	-5.6
COc1ccc(CN2CCNC(=O)C2CC(=O)N(C)Cc2cc(C3CC3)n[nH]2)c(OC)c1 (configuration not stated)	6.8	-0.5	0.0	0.7
COc1ccc(CCNC(=O)c2ccc3c(c2)ncn3-c2ccc(F)cc2F)cc1OC	-12.5	3.8	0.0	-10.9
Cc1ccc2c(C)nc(SC3CC(=O)N(c4ccc(C)c(Cl)c4)C3=O)nc2c1 (configuration not stated)	10.1	0.5	0.0	-0.8
CCCn1c(=O)[nH]c2c(C(N)=O)nc(-c3cnn(C)c3C)nc21	-5.8	0.2	-0.1	-17.2
O=C(Nc1nnc(Cc2ccc(Cl)cc2)s1)c1cccnc1	-1.4	-0.2	-0.2	-8.1
Cc1ccc(NS(=O)(=O)c2ccc3c(c2)CCN3C(=O)CCC(=O)O)cc1C	5.6	0.2	0.0	-1.2
COc1ccc(CCNC(=S)NNC(=O)c2ccc(C)c([N+](=O)[O-])c2)cc1OC	-5.7	-0.7	-0.1	-4.7
SMILES	MITF primary	GPR151 activ	FBW7 activator	TEAD-YAP inh
CCn1cc(CNC(=O)CC2C(=O)NCCN2Cc2ccc(F)cc2Cl)cn1 (configuration not stated)	-19.0	-0.1	0.0	0.4
NC(=O)CSc1nnc2n(Cc3ccccc3)c(=O)c3c(n12)-c1ccccc1CC31CCCCC1	-5.5	-0.1	0.1	-2.8
CSc1ccc(CN2CCOc3ccc(CN4CCN(CCO)CC4)cc3C2)cc1	5.6	2.4	0.3	-0.5
O=[N+]([O-])c1cccc(Cc2cccc([N+](=O)[O-])c2)c1	9.1	1.3	0.0	1.4
N#Cc1c(NC(=O)c2ccccc2I)sc2c1CCCC2	9.2	1.4	-0.1	48.6*
Cc1ccc(C)c(NC(=S)N/N=C2/CCCC(=O)C2)c1	13.3	2.4	0.4	4.7
O=C(CN1CCN(Cc2ccc(F)cc2)C1=O)NCCc1ccc(Cl)cc1	-0.3	0.3	0.1	1.6
CC1CCCN(S(=O)(=O)c2ccc3c(c2)CCN3C(=O)CCC(=O)O)C1 (configuration not stated)	-6.5	1.2	-0.1	-6.5
CCOC1OC(=O)C(Cl)=C1Nc1cccc(OC)c1 (configuration not stated)	3.9	-0.7	0.1	2.4
Cc1cc(C)c(NC(=O)c2cc(S(=O)(=O)N3CCOCC3)ccc2F)c(C)c1	-2.4	-0.4	0.0	-1.7
COc1ccccc1C(CNc1ncnc2sc(C)c(C)c12)N(C)C (configuration not stated)	2.1	-0.9	-0.2	-7.9
COCCNC(=O)CN1N=C(c2ccccc2)CCC1=O	8.1	0.2	-0.1	-0.7
COC(=O)c1c(NC(=O)c2ccc3c(c2)OCO3)sc2c1CCCCC2	8.5	-0.2	0.1	4.4
Cc1cccc(NC(=O)c2cc(S(=O)(=O)NCc3ccco3)ccc2F)c1	2.5	0.0	-0.1	-1.3
COc1ccc(CN2CCCC(O)C2)c(OC)c1C (configuration not stated)	14.8	2.3	0.1	3.9
C=CCNc1cc(-c2ccccc2)nc(-c2ccncc2)n1	-0.4	-0.1	-0.1	5.5
CCCCSCCCNC(=O)Nc1ccc(Cl)cc1	3.9	-0.3	0.1	-2.8
O=C(Nc1cccc(NC(=O)c2cccnc2Cl)c1)c1ccco1	9.9	-1.8	0.1	-11.8
COC(=O)c1c(NC(=O)C(C)C)sc2c1CCC2	-0.8	-0.8	0.0	4.3
CC(OC(=O)CN1C(=O)COc2ccccc21)C(=O)NC(C)(C)C (configuration not stated)	-8.9	-1.0	0.6	-0.4
CC(=O)c1cc(-c2ccccc2)n(CCC(=O)N2CC(C)CC(C)C2)c1C (configuration not stated)	5.3	0.0	-0.2	-11.7
N#CC(C#N)=C1C=C(c2ccc(O)cc2)Oc2ccccc21	-6.9	0.1	0.0	9.3
COC(=O)c1ccccc1NC(=O)COc1ccc(Cl)c2cccnc12	5.0	0.7	-0.1	10.7
O=C(Nc1ccc2c(c1)CCC2)c1ccc2c(=O)n(C3CCCCC3)c(=S)[nH]c2c1	1.7	-0.7	-0.1	-2.0
Clc1ccc(-c2ncnn2-c2ccc(Br)nc2)c(Cl)c1	0.2	2.0	0.2	5.1
SMILES	MITF primary	GPR151 activ	FBW7 activator	TEAD-YAP inh
O=C(NCCOc1ccccc1Cl)c1ccc2ccccc2n1	10.3	-1.3	0.5	-36.8
CC1CCCCN1C(=O)CSc1nnc(-c2cccnc2)n1C1CCCCC1 (configuration not stated)	-1.6	0.4	-0.1	10.0
COc1ccc(Cl)cc1NC(=O)CN1C(=O)c2cccc3cccc1c23	-3.6	0.6	-0.1	-10.2
COc1cccc(COC(=O)Nc2ccc(-c3cn[nH]c3)cc2OCCN2CCCC2)c1	42.3	-1.9	0.3	-11.0
COc1ccc(C2C(C#N)=C(N)Oc3n[nH]c(C)c32)cc1COc1cc(C)c(Cl)c(C)c1 (configuration not stated)	-2.7	1.7	-0.1	7.9
COc1cc(NC(=O)c2cnn(-c3ccccc3)c2-n2cccc2)cc(OC)c1	-10.4	-0.9	0.1	-5.0
O=C(CCSc1ccccc1)Nc1ccc(S(=O)(=O)N2CCCCCC2)cc1	7.6	1.2	0.1	13.7
O=C(Nc1ccc(-c2nc3ccccc3[nH]2)cc1)c1ccc(C(=O)c2ccccc2)cc1	1.7	-0.4	0.1	2.1
O=C(c1ccc(Br)cc1)N1CCc2ccccc2C1	10.7	-1.6	0.9	-2.4
Cc1ccc(S(=O)(=O)N2c3ccc(C)cc3C(C)(c3ccccc3)CC2(C)C)cc1 (configuration not stated)	1.6	-0.9	0.0	-0.6
CCC(C)c1ccccc1OCC(O)CNC1CCCC1 (configuration not stated)	33.6	-0.3	1.2	5.2
CCN(CC1CCCO1)C(=O)Cn1cc(NC(=O)CCc2ccccc2OC)cn1 (configuration not stated)	3.7	0.5	-0.2	3.3
Cc1c2cnn(CC(=O)N3CCCCC3)c(=O)c2c(C)n1Cc1ccc(Cl)cc1	2.0	0.1	-0.1	4.6
Cc1cnc(Nc2ccncn2)nc1NCCc1ccc(O)cc1	19.9	0.5	0.0	5.1
CN=C(NC(=O)c1ccc(S(=O)(=O)N2CCCCC2)cc1)C(Cl)(Cl)Cl	7.7	-1.4	0.0	3.4
COC(=O)c1ccc(NC(=O)CSCc2c(F)cccc2Cl)cc1	10.9	-0.2	0.1	14.5
CCOC(=O)C1CCN(S(=O)(=O)c2c[nH]c(C(=O)OC)c2)CC1	11.3	-0.4	0.2	3.1
COc1cc(-n2c(C)nc3cc(C(=O)NC4CCCC(C)C4C)ccc32)cc(OC)c1OC (configuration not stated)	9.0	0.2	0.0	-1.3
CCOC(=O)c1c(C)n(C)c2ccc(O)c(CN3CCN(C)CC3)c12	3.2	0.1	0.1	7.2
CC(C)n1cnc2c(Nc3ccc(N4CCOCC4)cc3)nc(-c3csc4ccccc34)nc21	-2.2	-1.6	0.0	2.1
O=C(NCC1Cc2cccc(-c3cncnc3)c2O1)c1ccc(N2CCCCC2)cc1 (configuration not stated)	7.6	-0.3	-0.1	-28.6
CCc1ccc(C2C(C#N)=C(N)N(c3cccc(Cl)c3C)C3=C2C(=O)CC(C)(C)C3)s1 (configuration not stated)	-12.5	-0.5	-0.2	-5.3
